# Source: PubChem BioAssay
# DRD3 antagonist: antagonists of human D3 dopamine receptor. max response, negative = inhibition, %. D3R cells, DiscoveRx beta-arrestin luminescence, antagonist mode; stronger effect = lower value. 2.5% of 360,000 active; in the data active = max response below about -50%; inconclusive = no clear call, values can overlap the other calls; also: % is scaled to controls: 0 for no effect and ±100 for the full control effect; mostly tested at two doses, the higher about 12 µM
#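 Cells expressing the human receptor were seeded at 1500 cells/well, incubated overnight at 37 degrees C in 5% CO2, then exposed to library compounds with dopamine controls for 90 minutes at 37 degrees C before luminescent detection.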
# GLP1R ag: activates the human GLP-1 receptor | AID 624172 | P43220 | HEK293 GLP-1R CRE-luciferase, luminescence, 4-6 h; cells express a hypersensitive GLP-1R form | Potency, µM (series often up to 45.6 µM), for inactives: at the highest dose activation, actives largely listed as activators | 0.007% of 380,000 active; also: potency is read from the fitted curve at half-maximal effect; % of control where 0% means no effect
# Target sequence (P43220 whole entry, looked up): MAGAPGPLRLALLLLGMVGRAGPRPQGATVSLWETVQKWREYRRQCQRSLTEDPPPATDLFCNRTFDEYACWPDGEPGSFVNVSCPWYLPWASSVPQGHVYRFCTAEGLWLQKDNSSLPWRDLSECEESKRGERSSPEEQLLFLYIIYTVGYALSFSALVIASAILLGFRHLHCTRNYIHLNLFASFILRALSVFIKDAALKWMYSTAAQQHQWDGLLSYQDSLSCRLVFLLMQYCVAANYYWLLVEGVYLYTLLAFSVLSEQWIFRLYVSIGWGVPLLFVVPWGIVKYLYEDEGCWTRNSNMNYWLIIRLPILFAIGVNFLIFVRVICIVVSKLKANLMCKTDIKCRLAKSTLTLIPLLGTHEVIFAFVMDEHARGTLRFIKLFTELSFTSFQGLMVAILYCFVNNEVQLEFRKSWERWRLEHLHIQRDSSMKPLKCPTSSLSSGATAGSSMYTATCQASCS
# GLP1R cytotox: cytotoxicity in counter-screen for GLP-1R inverse agonists. 0.13% of 410,000 active. HEK293 cAMP-luciferase reporter cells, luminescence, 24 h. Potency, µM (series often up to 38.3 µM), inactives show at the highest dose activity change, negative = inhibition, actives largely listed as inhibitors;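 also: loss of luciferase light is scored as toxicity; potency is read from the fitted curve at half-maximal effect; % is scaled to controls: 0 for no effect and ±100 for the full control effect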
#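 Here, cytotoxicity is scored as loss of luminescence. The MLSMR collection was tested on cells seeded in medium containing 10% Nu serum, with a 24 hr compound exposure preceded by 12 hours of culture.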
# DRD3 agonist: activates the human D3 dopamine receptor; AID 652048; P35462; 0.58% of 410,000 active; D3R DiscoveRx beta-arrestin cells, luminescence, 90 min; max activation, %; in the data active = max activation above about 30%; also: 0% is about no effect; mostly tested at two doses, the higher about 12 µM
#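 Agonist mode: compounds and dopamine controls were applied to plated cells for 90 min at 37 degrees C after an overnight attachment at 1500 cells/well. Luminescent read-out followed 30 - 60 minutes at room temperature with DiscoveRx detection reagent.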
# GLP1R inv ag: acts as inverse agonist at human GLP-1 receptor | HEK293 GLP-1R CRE-luciferase, luminescence, 24 h; GLP-1R form is constitutively active | Potency, µM (titrated, usually from 38.3 µM), without a hit: at the top dose activity change, negative = inhibition, actives largely listed as inhibitors | 1.6% of 410,000 active | AID 624417; also: potency is read from the fitted curve at half-maximal effect; % is scaled to controls: 0 for no effect and ±100 for the full control effect; nearly all actives have a fitted effect of over 55% in size
#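 Using stably transfected HEK293 (constitutively active GLP-1R, cAMP-luciferase reporter), compounds were incubated 24 hr and luciferase measured by luminescence.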
# TDP43 rescue: TDP-43 toxicity inhibition in yeast. TDP-43 expressing yeast growth rescue, BacTiter-Glo, 24 h. Potency, µM (top dose mostly 46.1 µM), for inactives: at the highest dose growth rescue (activation), most hits filed as activators. 1.8% of 410,000 active. AID 652104; also: potency is read from the fitted curve at half-maximal effect; % of control where 0% means no effect; nearly all actives have a fitted effect of over 50% in size
#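 Growth rescue of TDP-43-toxic yeast measured as ATP luminescence (BacTiter-Glo). Cells grown to mid-log in raffinose, induced in galactose at OD600=0.02, exposed to compound 24 hr at 30 deg C.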
# aSyn yeast inh: alpha-synuclein toxicity inhibition in yeast; Potency, µM (top dose mostly 46.1 µM), inactives show at the top dose growth rescue (activation), most hits filed as activators; 0.14% of 370,000 active; Yeast expressing alpha-synuclein, growth rescue, BacTiter-Glo, 24 h; also: potency is read from the fitted curve at half-maximal effect; % of control where 0% means no effect; nearly all actives have a fitted effect of over 65% in size
#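 Readout is rescue of growth in alpha-synuclein-expressing yeast, so inhibitors of toxicity appear as activators. Growth after 24 hr at 30 deg C in galactose medium is quantified by luminescence.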
# PTHR1 ag: agonists of human PTHR1 parathyroid hormone receptor | 0.075% of 410,000 active | Potency, µM (titrated, usually from 115 µM), inactives show top-dose activation, usual class: activators | Q03431 | HEK293 GP2 PTHR1 cells, GloSensor cAMP luminescence, 1 h; also: potency is read from the fitted curve at half-maximal effect; nearly all actives have a fitted effect of over 55% in size; some results filed as inactive show a strong effect at the top dose; inactives centre near -15; many of its hits are not listed in these tables
# Target sequence (Q03431 whole entry, looked up): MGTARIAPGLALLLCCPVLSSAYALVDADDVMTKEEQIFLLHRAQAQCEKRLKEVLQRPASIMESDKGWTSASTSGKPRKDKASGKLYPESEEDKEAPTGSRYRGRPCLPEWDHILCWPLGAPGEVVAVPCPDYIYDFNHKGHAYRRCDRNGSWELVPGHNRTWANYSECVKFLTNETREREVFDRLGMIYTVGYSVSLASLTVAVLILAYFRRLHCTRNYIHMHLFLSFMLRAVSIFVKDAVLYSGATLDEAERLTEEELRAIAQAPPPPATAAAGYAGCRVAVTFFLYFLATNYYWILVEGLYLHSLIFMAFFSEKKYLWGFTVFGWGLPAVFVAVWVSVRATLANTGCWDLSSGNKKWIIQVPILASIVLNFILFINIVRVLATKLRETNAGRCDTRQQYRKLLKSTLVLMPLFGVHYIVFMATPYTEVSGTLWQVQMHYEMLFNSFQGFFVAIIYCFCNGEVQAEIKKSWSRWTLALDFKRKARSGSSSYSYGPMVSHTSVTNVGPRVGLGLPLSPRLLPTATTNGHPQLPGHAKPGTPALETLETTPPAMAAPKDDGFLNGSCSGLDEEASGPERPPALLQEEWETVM
#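 HEK-293-derived GP2 cells expressing PTHR1 and a GloSensor cAMP reporter, 3,000/well, plated overnight, given luciferin plus IBMX (each 0.5 mM as added) for 1 h at 37 °C, then compound for 1 h at 37 °C. Luminescence was read after 15 min at room temperature.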
# KB-V1 MDR tox: KB-V1 MDR subline cytotoxicity; 3.4% of 400,000 active; AID 1347076; Potency, µM (top dose mostly 46.1 µM), inactives show top-dose activity change, negative = cytotoxicity, usual class: cytotoxic; KB-V1 MDR cells viability, CellTiter-Glo, 72 h; also: potency is read from the fitted curve at half-maximal effect; % is scaled to controls: 0 for no effect and ±100 for the full control effect; nearly all actives have a fitted effect of over 60% in size
#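 KB-V1, DMEM (no phenol red) + 10% FBS; cpd pin-transferred, titration series; 72 h, 37 degrees C; CellTiter-Glo, luminescence. Data normalized, curve-fit.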
# * = called active by the depositor; i = inactive; ? = inconclusive; . = no result given; & = joins results of further samples; [ ] = another dose, or the depositor's remark. Unless noted, calls follow the shape of the dose curve; as a rule, active = well fitted curve in the direction sought with a large enough effect; inconclusive = small, poorly fitted or top-dose-only effect, or another doubt; inactive = no such curve, though single readings can be large; an effect the other way counts as inactive or inconclusive.
mol | TDP43 rescue | aSyn yeast inh | DRD3 antagonist | GLP1R inv ag | PTHR1 ag | GLP1R cytotox | KB-V1 MDR tox | GLP1R ag | DRD3 agonist
CCCNC(=O)C1CC(=O)N(c2ccc(OCc3ccc(Cl)cc3)cc2)C1 (stereo not given) | 1% | -9% | 2 | ? | -84%[inhibitor] | -26% | ? | 0% | 8
N#CC(C#N)=C/C(C#N)=C(/N)N1CCN(c2ccc(Cl)cc2)CC1 | 8% | 0% | 8 | 49%[activator] | 15%[57.5 µM] | -12% | -1% | -9% | 22
Cc1nnc(SCC(=O)Nc2c(Cl)cccc2Cl)n(N)c1=O | 9% | 10% | 2 | -14% | -33%[inhibitor] | 2% | -5% | -4% | -3
CC(C)CC1OC(C(C)C)Cc2[nH]c(=S)[nH]c(=O)c21 (stereo not given) | 12% | 9% | -51* | -2% | -5% | 4% | -8% | 3% | -4
CSc1nc2ncc(C#N)cn2n1 | -3% | 9% | 8 | 1% | -15% | 7% | 6% | 7% | -5
CC(=O)c1sc(N/N=C\c2cccc(Br)c2)nc1C | 18µM* | -11% | -10 | ? | i | 4% | ? | -1% | 6
Cc1[nH]c2ccc(CNS(=O)(=O)c3ccc(S(=O)(=O)N4CCOCC4)cc3)cc2c1C | 2% | 4% | -10 | 2% | -10%[57.5 µM] | -18% | 0% | -2% | 3
COc1cccc(NC(=O)Cn2c(=O)n(Cc3ccc(C(=O)NCc4ccc(C)cc4)cc3)c(=O)c3ccccc32)c1 | ? | . | . | 4% | -36%[inhibitor] | 0% | 0% | -1% | -4
COc1ccc(OC)c(S(=O)(=O)Nc2ccccc2SC)c1 | 3% | 0% | 28 | 0% | -11%[57.5 µM] | 7% | ? | -3% | 2
CCCN1C(=O)c2cc(C(=O)Nc3ccccc3CC)ccc2C1O (stereo not given) | ? | 1% | -18 | 16% | i | 7% | ? | -5% | -1
COc1cccc(-c2cn3c(n2)sc2cc(C(=O)NCc4cccs4)ccc23)c1 | 11% | . | . | 3% | 0% | 2% | . | . | 4
CCCCC(=O)NC(=S)Nc1ccc(Cl)c(C(=O)O)c1 | 4% | -2% | -26 | -9% | -14% | 4% | 9% | -1% | 0
COc1ccc(S(=O)(=O)N[C@H](C(=O)O)C(C)C)cc1 | -7% | 3% | 4 | -6% | -57%[inhibitor][57.5 µM] | -10% | -11% | -10% | 2
Fc1cccc(-n2cc(-c3ccccc3)c3c(=S)nc[nH]c32)c1 | ? | -6% | -18 | ? | -29% | -7% | 0% | -3% | -5
COc1ccc(Cn2c(O)c(C=Nc3ccc(OC)cc3)c3ccccc3c2=O)cc1 | 21% | 10% | 0 | 21% | -22% | 27% | -18% | 3% | -3
COc1ccccc1C(=O)O[C@H]1[C@H](Cc2ccccc2)NS(=O)(=O)[C@H]2C[C@@H]3C=C[C@]12O3 | ? | 2% | -3 | 6% | i | 9% | 1%&-26% | -2% | 0
COCCCNC(=O)CSc1nc2sc(C(=O)OC)c(C)c2c(=O)n1N | . | -2% | 1 | 3% | -15% | -2% | -10% | -1% | -8
CN(CC(=O)Nc1ccccc1Cl)C(=O)Cn1cnc2ccccc2c1=O | -29% | -3% | 7 | 18% | -1% | -1% | 0% | 2% | 8
COc1ccc(C(C)(C)C)cc1NC(=O)Cn1cnnn1 | 4% | 2% | 11 | 4% | -20% | -5% | 0% | 4% | 0
N#C/C(=C\c1ccc[nH]1)C(=O)N1CCCCC1 | -7% | 3% | 12 | -3% | -4% | -22% | -1% | 5% | 5
COCCc1nn2c(=O)cc(COC(=O)COc3ccccc3C)nc2s1 | -10% | . | . | 5% | 0% | 2% | -1% | . | -8
Fc1ccc(CN2CCN3CCCC3C2C2CCCCC2)cc1F (stereo not given) | -24% | -1% | -78* | ? | i | -16% | -1% | -7% | -13
CC1=C(C#N)C(c2ccccc2O)C(C#N)=C(C)N1 | -22%[9.22 µM] | -1% | 3 | 9% | -13% | 1% | 17% | 8% | -2
COc1c(C)cc(C(=O)C2CCCN(S(=O)(=O)N(C)C)C2)cc1C (stereo not given) | ? | 9% | 5 | -14% | -19% | 0% | -8% | 0% | -2
O=C(OCc1ccccc1)c1c(-c2ccccc2)oc2c1C(OCCO)CCC2 (stereo not given) | 26% | 0% | 2 | ? | i | -6% | 17% | 18% | 3
Cc1ccc(C(=S)NCS(=O)(=O)c2ccc(C)cc2)cc1 | ? | -7% | 11 | 0% | 3%[57.5 µM] | ? | 4% | 1% | 2
COc1ccc(CCn2c(C)cc(C(=O)CSc3nc(N)cc(=O)[nH]3)c2C)cc1 | -3% | 1% | 58 | 3% | -5%[57.5 µM] | -12% | 1% | 7% | 35*
CC1(C)CC(=O)C=C(NCCCNC2CCCCC2)C1 | 3% | 2% | 2 | 0% | 4%[57.5 µM] | -11% | 13% | 3% | -2
COc1ccc2nc(-c3ccccn3)ccc2c1 | 22% | -9% | -12 | ? | -40%[inhibitor] | ? | -15% | -1% | -5
Cn1c(CC(=O)Nc2ccccc2)cc2ccccc21 | 21% | 0% | -8 | -17% | -44%[inhibitor] | 4% | 7% | 0% | 3

# More compounds follow.
mol | TDP43 rescue | aSyn yeast inh | DRD3 antagonist | GLP1R inv ag | PTHR1 ag | GLP1R cytotox | KB-V1 MDR tox | GLP1R ag | DRD3 agonist
Cc1ccc(C)c(Oc2nnnn2-c2ccccc2)c1 | 11µM* | -2% | 23 | ? | -6% | -1% | -3% | -1% | 1
COc1ccc(C(=O)Oc2cc(-c3ccc4c(c3)OCO4)cc(=O)c3c(C)oc(C)c23)cc1 | 11% | . | . | 4% | i | 7% | -5% | . | 2
O=C(c1cccc([N+](=O)[O-])c1)N1c2nc(-c3ccco3)nn2C2(CCCCC2)[C@@H]2CCCC[C@@H]21 | 15% | . | . | ? | -27% | -2% | . | . | 4
O=C(O)CC(CC(=O)Nc1ccc(-n2ccc(C(F)(F)F)n2)cc1)c1ccccc1 (stereo not given) | -2% | 5% | 16 | -6% | -8% | 0% | 1% | 1% | 10
Cc1cc(C)nc(NC(=O)c2csnn2)c1 | -12%[9.22 µM] | -1% | 9 | 11% | i | 7% | 0% | 8% | 3
N=C1C(c2nc(-c3cccc([N+](=O)[O-])c3)cs2)=C(O)CN1NC(=O)c1ccco1 | -28% | -14% | -8 | -29% | -24% | -30% | 0% | 7% | 4
CCOC(=O)CNC(=O)CN1C(=O)CC(c2ccco2)Sc2ccccc21 (stereo not given) | -12% | 1% | 15 | 6% | -9% | 6% | 20% | 10% | 12
CC(C)C[C@H]1CNC(=O)C(=O)N1C[C@@H]1CCCN1C[C@H](Cc1ccc(O)cc1)N1C[C@H](Cc2ccccc2)N(CC2CCCCC2)C(=O)C1=O | 12% | -3% | 2 | 15% | 9% | -1% | 2% | -2% | -8
O=C(CCn1c(=O)c2cccn2c2cccnc21)N1CCN(c2cccc(C(F)(F)F)c2)CC1 | 25µM* | . | . | 21% | -23% | 3% | . | . | 16
Cc1ccc(Nc2ccc(N3CCN(C(=O)c4ccc([N+](=O)[O-])cc4)CC3)nn2)cc1 | 12% | . | . | 1% | -21% | 1% | . | . | 0
C/C(=N/NC(=O)c1ccncc1)c1ccc2c(c1)OCO2 | 18% | -2% | 1 | 41%[activator] | i | 2% | 1% | 1% | 2
Cc1onc(-c2ccc(Cl)cc2Cl)c1-c1csc(N/N=C/c2ccccc2)n1 | 17% | 6% | 6 | ? | i | 2% | ? | -1% | 21
COc1ccc(Cn2c(SCc3ccc(C(=O)NC(C)C)cc3)nc3cccnc32)cc1 | -11% | . | . | 10% | -11% | -1% | -7% | . | -5
O=C1c2cccc3c(N4CCCCC4)ccc(c23)C(=O)N1CCO | ? | 7% | 14 | 133%[activator] | -12% | 350%[activator] | ? | ? | 3
Cc1ccc(CNS(=O)(=O)c2ccc3c(c2)N(C)CCO3)cc1 | 16µM* | 6% | 2 | ? | -14% | -7% | -8% | 4% | 1
COc1ccc(-c2nn3c(=O)cc(CN4CCN(C(=O)c5ccc(OC)c(OC)c5)CC4)nc3s2)cc1 | 20% | . | . | 12% | i | 3% | 0% | . | 3
CC(C)(C)CC(=O)NCc1cccs1 | -6% | -5% | -7 | 15% | i | 1% | -18% | 1% | 4
COc1ccccc1NS(=O)(=O)c1ccc(-c2cnc(C3CC3)o2)cc1 | 28% | 27% | ? | ? | -21% | -23% | ? | 7% | -9
Cn1c(=S)c2[nH]c(SCCN3CCCC3)nc2n(C)c1=O | 6% | 1% | -18 | 5.6µM* | 13% | ? | -4% | -5% | -1
O=C1CC(c2ccc(Br)cc2)c2c(ccc3ccccc23)N1 (stereo not given) | 35µM* | . | . | -17% | -5% | -6% | -20% | . | -10
COCCN(C(=O)COC(=O)c1cccnc1Cl)c1c(N)n(Cc2ccccc2)c(=O)[nH]c1=O | 0% | -2% | -10 | 6% | i | -8% | 3% | 4% | -3
COCCNc1nc(NCc2ccccc2F)c2sccc2n1 | 15% | 5% | 46 | 15% | -1% | 4% | ? | 21% | 4
Cc1c(NC(=O)c2cc(-c3ccc(Cl)c(Cl)c3)on2)c(=O)n(-c2ccccc2)n1C | 10%&0% | 3% | -6 | -1%&-12% | -16%&-14% | 5%&6% | -23%&0% | 1% | -5&6
CC(=O)Nc1ccc(Nc2c([N+](=O)[O-])cc(S(C)(=O)=O)cc2[N+](=O)[O-])cc1 | 5% | -8% | -16 | 22% | i | ? | 6% | 4% | -33
CCC(C)NC(=O)CCc1nnc2ccc(N3CCC(C)CC3)nn12 (stereo not given) | -10% | -5% | -1 | 1% | 2% | -2% | 1% | 2% | 2
CC(C)c1ccc(NC(=O)Nc2nc(C(N)c3ccccc3Cl)cs2)cc1 (stereo not given) | 25% | -36%[inhibitor] | -18 | ? | -30% | ? | ? | -4% | -22
Cn1cnnc1SCCCN1C(=O)c2cccc3cccc(c23)C1=O | 6% | 2% | 7 | 83%[activator] | i | 1% | 0% | 11% | 6
COC(=O)CSc1nc2[nH]ncc2c(=O)[nH]1 | 12% | 1% | 3 | 3% | -22% | -41% | 1% | 0% | 0

# The list is partial; count on the stated rates, not on these rows.
